# Assay outcomes as filed in PubChem BioAssay.
# STEP block: STEP phosphatase inhibitors, primary screen, biochemical, fluorescence intensity, uHTS. Tyrosine-protein phosphatase non-receptor type 5 (Homo sapiens), P54829. recombinant STEP, OMFP fluorogenic substrate. inhibition, % at 20 µM. 360,000 tested, 0.25% active. AID 588621, 2011;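 active = inhibition at 20 µM, scaled per plate between control wells, above about 37%, limit read from the data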;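 also: 0% = DMSO with enzyme and substrate and 100% = substrate only without enzyme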
#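 System: STEP (striatal-enriched tyrosine phosphatase) enzyme, cell-free; medium: Bis-Tris pH 6.0 buffer with DTT, detergent; dosing: 20 µM, 1% DMSO; times: reaction 20 min, ambient temperature; detection: fluorescence, 480/540 nm; read-out basis: normalized % inhibition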
# MsrA inhibitor: bovine MsrA enzyme inhibitors, primary screen, biochemical, absorbance, HTS; purified bovine MsrA, absorbance read-out; inhibition, % at 15.5 µM; 360,000 tested, 0.75% active; in the data active = inhibition above about 4.5%;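 also: 0% = vehicle wells with enzyme and 100% = reference inhibitor wells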
# NRP1-CendR mod: modulators of CendR peptide binding to NRP-1, primary screen, biochemical, fluorescence polarization, uHTS; 360,000 tested, 0.85% active; AID 602438, 2012; FAM-RPARPAR peptide binding to NRP-1; inhibition, % at 25 µM; Neuropilin-1 (Homo sapiens), O14786;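 active = inhibition or corrected inhibition above about 18%, plus a signal ratio from 0.5 to 1.5, limit read from the data, passing the limit was not always enough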; also: strong numbers were not always called active
# bovine MsrA act: bovine MsrA enzyme activators, primary screen, biochemical, absorbance, HTS; 360,000 tested, 0.3% active; activation, % at 10.6 µM; Methionine sulfoxide reductase A (Bos taurus); purified bovine MsrA, absorbance read-out; AID 602163, 2012; in the data active = activation above about 7.5%;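 also: 0% = vehicle and 100% = reference activator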
# DNMT1 inh: human DNMT1 methyltransferase inhibitors, primary screen, biochemical, molecular beacon, fluorescence, HinP1I cleavage, uHTS. DNA (cytosine-5)-methyltransferase 1 (Homo sapiens), P26358. inhibition (reported as % activation of signal), % at 10 µM. 360,000 tested, 0.83% active. AID 588458, 2011; in the data active = inhibition above about 50%
# eLon inh: inhibitors of E. coli Lon protease, primary screen, biochemical, fluorescence polarization; P0A9M0; purified E. coli Lon protease; inhibition, % at 7.94 µM; 360,000 tested, 0.42% active; in the data active = inhibition above about 13%, passing the limit was not always enough;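 also: 0% = enzyme with probe and DMSO and 100% = no enzyme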
# Target sequence (P0A9M0 whole entry, looked up): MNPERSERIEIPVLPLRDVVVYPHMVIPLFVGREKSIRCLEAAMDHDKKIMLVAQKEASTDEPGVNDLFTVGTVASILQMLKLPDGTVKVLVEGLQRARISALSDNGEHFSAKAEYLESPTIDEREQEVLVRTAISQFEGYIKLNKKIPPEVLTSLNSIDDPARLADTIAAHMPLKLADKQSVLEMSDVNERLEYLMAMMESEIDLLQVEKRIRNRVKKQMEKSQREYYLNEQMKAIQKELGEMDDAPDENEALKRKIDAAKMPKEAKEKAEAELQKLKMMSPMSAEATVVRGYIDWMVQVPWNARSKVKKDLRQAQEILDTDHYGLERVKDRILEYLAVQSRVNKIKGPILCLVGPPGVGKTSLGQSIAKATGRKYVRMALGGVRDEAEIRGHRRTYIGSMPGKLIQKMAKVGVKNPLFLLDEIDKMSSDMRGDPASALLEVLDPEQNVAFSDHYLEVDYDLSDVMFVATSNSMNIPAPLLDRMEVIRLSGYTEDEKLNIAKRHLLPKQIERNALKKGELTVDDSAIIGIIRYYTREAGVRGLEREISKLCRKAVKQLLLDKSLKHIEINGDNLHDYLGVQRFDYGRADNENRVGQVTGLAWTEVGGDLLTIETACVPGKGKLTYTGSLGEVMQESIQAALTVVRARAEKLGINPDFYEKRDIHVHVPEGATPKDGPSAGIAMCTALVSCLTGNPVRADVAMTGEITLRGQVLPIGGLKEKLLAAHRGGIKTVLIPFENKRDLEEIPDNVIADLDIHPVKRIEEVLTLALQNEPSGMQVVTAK
# LMPTP inh: LMPTP phosphatase inhibitors, primary screen, biochemical, fluorescence intensity, uHTS. Low molecular weight phosphotyrosine protein phosphatase (Homo sapiens), P24666. 360,000 tested, 0.22% active. recombinant LMPTP-A, OMFP fluorogenic substrate. inhibition, % at 20 µM. AID 651560, 2012;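 active = compounds that cut the enzyme signal by at least half of the control window in the single-dose screen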;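 also: plate controls were DMSO wells with enzyme plus substrate for no effect and substrate without enzyme for full effect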
#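 Buffer or medium: Bis-Tris pH 6.0, DTT, detergent; Assay system: LMPTP-A enzyme; Quantity: 0.625 nM enzyme; Detection: endpoint fluorescence intensity; Times: 50 min dark incubation at room temperature; Controls: substrate-only low control, DMSO enzyme-plus-substrate high control; Doses: single 20 µM dose; Read-out: percent inhibition versus substrate-only and uninhibited controls; Reagent: 400 µM OMFP.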
# SUMO1-SIM PPI: modulators of SUMO1 protein-protein interactions, primary screen, biochemical, uHTS; Small ubiquitin-related modifier 1 (Homo sapiens), P63165; SUMO1 binding to a labelled peptide, TR-FRET, 1 h; inhibition, % at 20 µM; 360,000 tested, 0.33% active; AID 602429, 2012; in the data active = inhibition above about 37%
# Target sequence (P63165 whole entry, looked up): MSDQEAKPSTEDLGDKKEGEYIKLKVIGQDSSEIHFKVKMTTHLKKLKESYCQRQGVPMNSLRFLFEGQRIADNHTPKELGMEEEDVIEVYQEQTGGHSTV
# Tb MetRS inh: T. brucei MetRS inhibitors, primary screen, biochemical, luminescence; purified T. brucei MetRS, ATP depletion, Kinase-Glo luminescence; inhibition, % at 11.9 µM; methionyl-tRNA synthetase (Trypanosoma brucei brucei); 360,000 tested, 0.4% active;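 active = inhibition above a per-plate cutoff of the control wells' mean inhibition plus 3 SD, cut at about 5.5% in these data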;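 also: 0% = DMSO wells median and 100% = median of wells with control inhibitor compound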
#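 Material – parasite MetRS enzyme · Medium – HEPES-MgCl2-KCl buffer plus DTT, spermine, BSA, pyrophosphatase · Reagent – ATP, methionine and E. coli bulk tRNA substrates · Times – 15 min enzyme-compound preincubation, 2 h reaction, 10 min detection, 25 °C · Measured by – luminescence of leftover ATP · Evaluation – percent inhibition relative to median high and low control wells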
# Scp1 inh: Scp-1 phosphatase inhibitors, primary screen, biochemical, colorimetric, uHTS; Carboxy-terminal domain RNA polymerase II polypeptide A small phosphatase 1 (Homo …; Recombinant Scp1, phosphopeptide, malachite green phosphate absorbance; inhibition, % at 20 µM; 340,000 tested, 0.88% active; AID 493091, 2011;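 active = inhibition above about 50% at 20 µM, limit read from the data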;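 also: plate controls were DMSO wells with enzyme for no effect and wells lacking enzyme for full effect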
#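 Test system: SCP-1 phosphatase catalytic domain, residues 76-261 | Compound dosing: One concentration, 20 µM, with 1.0% DMSO | Schedule: 45 min room-temperature reaction, 5 min colour, 30 min stabiliser | Detection: Absorbance at 630 nm | Read-out basis: % inhibition of SCP-1 phosphate liberation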
# * hit, by the source's call; . = not tested or not shown. Rows were taken by chance (roughly 4.3% active in at least one column).
SMILES,STEP block,MsrA inhibitor,NRP1-CendR mod,bovine MsrA act,DNMT1 inh,eLon inh,LMPTP inh,SUMO1-SIM PPI,Tb MetRS inh,Scp1 inh
Cc1c(NC(=O)COC(=O)/C=C/c2ccc(Cl)cc2)c(=O)n(-c2ccccc2)n1C,1,0.0,16,-3,0,3,0.4,-7,0.7,-2
C[C@H]1CNC(=O)c2c(C(=O)N3CCN(C(=O)OC(C)(C)C)CC3)ncn21,2,2.0,9,-4,-3,-2,0.4,-1,-1.4,.
O=C(CSCC(=O)Nc1nc(-c2ccc3c(c2)OCO3)cs1)Nc1nccs1,-2,1.8,-11,7,-4,-14,2.1,8,0.2,-6
CCCCc1ccc(NC(=O)CC(C)=O)cc1,0,1.3,-4,-2,4,-5,-0.9,1,-0.8,-10
COC(=O)CN(C)C(=O)CC1C(=O)NCCN1CC(C)(C)C (stereo unspecified),3,0.0,-8,-13,-2,3,-2.2,0,-0.4,-4
O=C(CSc1nnc(CNC(=O)c2cccs2)o1)NCC1CCCO1 (stereo unspecified),4,-0.1,2,-2,1,2,0.3,4,-0.4,-4
CC(C)(C)Nc1nc(NN)nc(NC(C)(C)C)n1,0,0.9,15,6,2,-3,-6.9,-1,-0.2,1
O=C1c2ccccc2C(=O)N1c1cccc2cccnc12,-4,0.9,-2,-7,3,-1,-1.7,-9,-1.1,-3
O=C(NCc1cccnc1)c1ccc(NC(=O)c2ccc([N+](=O)[O-])cc2)cc1,-1,2.9,0,-10,1,-5,0.5,-41,-0.5,-2
CCN(CC)CCN(C(=O)/C=C/c1cccs1)c1nc2ccc(F)cc2s1,1,0.8,14,-3,9,6,0.2,-8,-0.6,-2
CCNCC(=O)N1c2ccccc2CCc2ccc(NC(=O)OC(C)C)cc21,0,-0.7,-7,-1,-6,-5,0.6,1,-0.1,0
CCOC(=O)C1(C)CCN1C(=O)c1cccnc1Oc1ccccc1 (stereo unspecified),2,-0.8,-7,-8,3,5,-1.7,-1,-0.5,.
O=C1NC[C@H](c2ccccc2)OC(=O)[C@H](Cc2ccc(F)cc2)C/C=C\C[C@H]1CC(=O)N(CCO)Cc1ccccc1,1,-0.3,5,0,-6,-4,0.9,0,-0.5,-3
CCOc1ccc(C(=O)Nc2ccc(N3CCN(C)CC3)cc2)cc1,-1,-0.4,18,0,-1,-4,-1.3,-2,-0.2,-12
COc1ccccc1NC(=O)NCCCCc1ccccc1,2,-0.4,-1,-13,1,7,-0.1,8,-0.5,2
CC(=O)N1C(=O)C2(C(C#N)=C(N)Oc3c2c(C)nn3-c2ccccc2)c2ccccc21 (stereo unspecified),-1,0.0,-12,1,-13,3,0.6,6,0.2,-4
Cc1csc(Nc2ccc(C(=O)O)cc2)n1,0,2.9,-5,-6,2,0,-0.4,-5,-0.6,-4
Cc1cccc(C(C)C)c1NC(=O)C(C)OC(=O)Cn1cnc2c1c(=O)n(C)c(=O)n2C (stereo unspecified),-1,-0.9,0,-3,2,-12,-0.6,5,-0.4,0
O=C(Nc1ccccc1N1CCCC1)c1ccco1,4,1.6,-5,-11,-4,7,-0.6,1,-0.6,-7
CCc1nnc(NC(=O)c2cccc(S(=O)(=O)N3CCN(c4ccccc4)CC3)c2)s1,3,1.6,1,-2,3,-1,2.3,6,0.4,6
O=C(c1nc2ccc(Cl)cn2c1CNCCn1ccnc1)N1CCCCCCC1,1,1.1,-14,-4,1,0,-6.6,-1,-0.6,-6
O=C(Nc1nccs1)c1ccc(S(=O)(=O)NCC2CCCCC2)cc1,-2,-0.2,1,-1,-7,-2,-0.4,6,0.1,0
Cc1nnc(SCC(=O)Nc2nonc2C)s1,1,0.5,4,-2,2,-9,-0.4,-1,-0.7,-5
Nc1[nH]c(C(=O)c2ccccc2)c(-c2ccccc2Br)c1C(=O)c1ccccc1,.,-0.2,6,0,.,-7,1.7,2,-0.4,.
COc1ccccc1-c1c(C)nn2c(C)c(C(C)=O)cnc12,-2,-0.1,4,7,4,-8,-1.0,-1,-0.3,-5
COc1ccc(C(C)(C)C)cc1NC(=O)c1cc(S(=O)(=O)N(C)C)ccc1N1CCCC1,5,2.8,10,0,-12,-4,3.4,5,0.2,-8
COc1cccc(C(=O)N2CCCc3ccccc32)c1,-2,0.8,-1,-10,3,10,-2.0,0,-1.2,-2
COc1ccc(CN2CCNC(=O)C2CC(=O)NCc2csc(C)n2)c(F)c1 (stereo unspecified),1,-1.1,1,-5,-2,19*,-1.4,-4,0.0,-8
COCCn1c(=S)[nH]c2cc(C(=O)N3CCC(C(N)=O)(N4CCCCC4)CC3)ccc2c1=O,-1,1.8,-4,-4,3,1,-1.7,1,-0.5,-1
Cc1ccc(NC(=O)C(C)N2C(=O)c3ccccc3C2=O)c(C)c1 (stereo unspecified),2,0.4,-3,-8,1,1,-0.3,0,-0.6,-2
CCN(CC)S(=O)(=O)c1cccc(NC(=O)CN(C)C2CCCCC2)c1,-2,-0.4,-5,-3,1,-5,-0.4,1,-0.8,-4
Cc1ccc(-c2cc(C(F)F)nc(S(C)(=O)=O)n2)cc1,-2,2.5,1,-4,2,-3,-22,1,-0.4,-9
CCOC(=O)C1C(=O)NC(N2CCN(CC)CC2)=NC1c1ccccc1 (stereo unspecified),2,0.2,1,-1,0,-6,-3.2,4,-0.8,-6
O=C(CCCC(=O)OCC(=O)c1ccc(Cl)cc1Cl)Nc1cc(C(F)(F)F)ccc1Cl,2,0.1,5,-2,0,1,4.3,-5,-0.7,-15
CCCNC(=O)COC(=O)C1CCN(S(=O)(=O)c2ccc3c(c2)OCCO3)CC1,1,-0.7,0,-1,2,-8,-0.2,2,-0.1,1
CCOc1cc(C(=O)Nc2ccc3c(c2)OCO3)ccc1OC(F)F,7,1.4,-3,-1,3,1,0.3,5,-0.2,-11
O=C(COC(=O)C(O)c1ccccc1)c1ccc2c(c1)OCCO2 (stereo unspecified),-4,0.6,-3,-1,-2,-8,1.2,-3,-0.7,-3
OC(COC(c1ccc(F)cc1)c1ccc(F)cc1)CN1CCc2ccccc2C1 (stereo unspecified),0,-1.1,-1,-1,-2,0,-1.2,1,-0.4,1
C=C(c1cn(C(C)=O)c2ccccc12)c1cn(C(C)=O)c2ccccc12,0,1.1,11,-1,-11,-12,2.6,-2,-0.1,-10
Cc1ccc(NC(=O)CN2C(=O)NC3(CCCc4ccccc43)C2=O)c(C)c1 (stereo unspecified),-2,0.1,0,-2,5,10,-0.1,0,-0.5,-3
Nc1c(C(=O)Nc2ccc3c(c2)OCCO3)nnn1Cc1cccc(Br)c1,-1,-0.2,5,-3,-2,-8,1.4,4,1.1,-5
Cc1ccc(C(=O)NCC(=O)OCC(=O)Nc2cc(S(=O)(=O)N3CCOCC3)ccc2Cl)s1,6,-0.3,2,-3,1,0,-0.9,-5,-0.3,-3
CCOc1cc(S(=O)(=O)Nc2ccc(Cl)cn2)ccc1Cl,-22,-1.2,-10,1,6,2,1.1,4,-0.2,-10
Cc1cc(NC(=O)COC(=O)C2CC(=O)N(c3cccc(Cl)c3)C2)no1 (stereo unspecified),-2,-1.7,-7,0,1,-7,-1.9,-3,-0.1,-6
CCOc1ccc(-n2c(=S)sc3c(=O)[nH]c(SCC(=O)N4CCC(C)CC4)nc32)cc1,4,3.7,-8,-15,0,-9,-0.1,-8,0.4,-2
N#Cc1c(-c2ccccc2)ccnc1Oc1ccccc1,-13,2.7,14,-3,-2,-4,1.0,2,-0.9,-10
Nn1c(-c2ccc(F)cc2)nc2ccccc2c1=O,-1,-1.3,7,-1,-2,7,-1.3,1,-0.8,-10
COc1ccc(-c2c(NC(=O)c3ccco3)oc3ccccc3c2=O)cc1OC,1,2.3,-1,-9,-5,-2,1.0,3,-2.4,-4
Cc1cc(-n2nc(C)cc2C)nc(NS(=O)(=O)c2ccccc2Cl)n1,-2,-1.6,-16,2,-2,-2,-0.3,13,0.2,-2
Cc1ccc(C(=O)NC(=S)NNS(=O)(=O)c2ccccc2)cc1,2,0.0,10,0,1,5,0.9,-2,0.2,1
CCOC(=O)C1CCCN(C(=O)N2CCOCC2)C1 (stereo unspecified),0,-0.7,-5,-1,2,5,-1.4,0,-0.5,-8
O=C(CCN1CCOCC1)NNC(=O)/C(=C/c1ccccc1)NC(=O)c1ccccc1,2,-0.1,1,-4,-5,5,-1.6,0,-0.1,-6
N=C1C(c2ccccc2)=C(O)C2CCc3ccccc3N12 (stereo unspecified),0,-0.1,-1,-2,-17,-13,1.8,4,-0.1,2
CCN(CC)c1ccc(NC(=O)c2ccc(=O)[nH]c2)cc1S(=O)(=O)Nc1ccc(OC)cc1,8,1.1,1,-2,1,7,0.8,11,-0.4,-3
O=C(CN1CCN(c2ncccn2)CC1)N(Cc1ccccc1)c1ccc(F)cc1,0,1.4,2,-5,3,3,-1.1,-1,0.5,1
O=C(CN1CCN(Cc2ccc(F)cc2)CC1)NCc1ccccc1,0,0.6,-4,-3,1,-5,-0.8,0,-0.6,1
Cc1c(C(=O)NCc2ccco2)oc2c(F)cccc12,-1,-0.1,6,-2,7,-10,0.7,4,-0.1,14
